Lamin A splicing = qHTS Assay for Modulators of Lamin A Splicing. HeLa LMNA splicing GFP/RFP minigene ratio, 48 h. Potency, µM (highest dose often 46.1 µM), inactives show top-dose ratio change, negative = inhibition, hits mostly inhibitors. 0.01% of 200,000 active; active = well fitted inhibition curve with a large enough effect in the signal ratio, with a control signal flat, not every such curve was filed as active; inconclusive = small, poorly fitted or top-dose-only effect, or effect the other way, or a change in a side signal; the % refers to the signal ratio; note: % is set by controls: 0 for no effect and ±100 for the full control effect
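S3 HeLa cells stably expressing lamin A-EGFP splicing minigene plus DsRed2, 600 cells/well, 48 h compound exposure at 37C. Laser-scanning cytometry; analysed as GFP (500-530 nm)/RFP (575-640 nm) total intensity ratio; 0.5% DMSO vehicle.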
KinaseGlo FLuc = Counterscreen for Luciferase (Kinase-Glo TM) Inhibition; Luciferin 4-monooxygenase (Photuris pensylvanica), Q27757; Kinase-Glo luciferase, ATP luminescence, 8 min; Potency, µM (titrated, usually from 38.3 µM), inactives show top-dose activity change, negative = inhibition, usual class: inhibitors; 0.28% of 200,000 active; AID 1379, 2008; note: % is set by controls: 0 for no effect and ±100 for the full control effect; nearly all actives have a fitted effect of over 60% in size
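Light output from Kinase-Glo luciferase with luciferin and 10 uM ATP in 50 mM imidazole pH 7.2, KCl, MgCl2, Tween 20, BSA; compound pin-delivered, 8-min ambient incubation, then luminescence read.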
RECQ1 inh = qHTS Assay for Inhibitors of RecQ-Like Dna Helicase 1 (RECQ1); Potency, µM (series often up to 57.3 µM), without a hit: at the top dose activity, negative = inhibition, actives largely listed as inhibitors; 0.54% of 240,000 active; AID 2549, 2010; RECQ1 DNA unwinding, red fluorescence kinetic read; ATP-dependent DNA helicase Q1 (Homo sapiens), P46063;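 note: plate controls were vehicle for no effect and no enzyme for full effect; nearly all actives have a fitted effect of over 30% in size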
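50 nM RECQ1T1 preincubated 15 min with compound in Tris pH 8.0 buffer with MgCl2, DTT, Tween-20 and 2.5 ug/ml poly(dI-dC); started with 200 nM TAMRA/BHQ-2 forked duplex and 2 mM ATP. Unwinding read as fluorescence (525/598 nm), two reads 2 h apart.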
L3MBTL1 block = qHTS Assay for the Inhibitors of L3MBTL1; Lethal(3)malignant brain tumor-like protein 1 (Homo sapiens), Q9Y468; AlphaScreen L3MBTL1–H3K9me1 peptide binding; Potency, µM (doses to about 57.1 µM), for inactives: top-dose activity, negative = inhibition, hits mostly inhibitors; 0.66% of 230,000 active; AID 485360, 2010; note: % is set by controls: 0 for no effect and ±100 for the full control effect; nearly all actives have a fitted effect of over 60% in size
Target sequence (Q9Y468 whole entry, looked up): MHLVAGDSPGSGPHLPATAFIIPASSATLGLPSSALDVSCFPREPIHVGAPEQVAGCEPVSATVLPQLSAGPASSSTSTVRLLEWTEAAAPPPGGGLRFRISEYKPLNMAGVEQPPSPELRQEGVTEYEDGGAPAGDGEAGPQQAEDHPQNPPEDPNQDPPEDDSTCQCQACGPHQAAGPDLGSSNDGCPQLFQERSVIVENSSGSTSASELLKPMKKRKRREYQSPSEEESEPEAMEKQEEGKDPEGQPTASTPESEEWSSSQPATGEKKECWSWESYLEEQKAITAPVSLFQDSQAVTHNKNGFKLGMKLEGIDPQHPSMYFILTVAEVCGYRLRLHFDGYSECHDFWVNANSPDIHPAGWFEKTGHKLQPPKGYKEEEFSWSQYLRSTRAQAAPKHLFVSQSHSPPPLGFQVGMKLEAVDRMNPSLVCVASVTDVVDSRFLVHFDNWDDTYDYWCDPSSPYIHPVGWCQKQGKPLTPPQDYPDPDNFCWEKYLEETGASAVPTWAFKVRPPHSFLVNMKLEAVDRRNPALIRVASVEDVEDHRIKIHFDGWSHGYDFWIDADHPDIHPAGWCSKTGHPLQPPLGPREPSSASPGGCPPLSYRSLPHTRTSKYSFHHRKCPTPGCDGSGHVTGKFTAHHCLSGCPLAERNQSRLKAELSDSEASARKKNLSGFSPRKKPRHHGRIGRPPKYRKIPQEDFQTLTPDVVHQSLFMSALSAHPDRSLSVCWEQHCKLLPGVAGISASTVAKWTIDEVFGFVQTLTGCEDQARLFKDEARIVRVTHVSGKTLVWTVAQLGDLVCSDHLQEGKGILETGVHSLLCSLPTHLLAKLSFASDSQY
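Displacement of a biotinylated histone H3(1-15) peptide monomethylated at Lys9 (75 nM) from L3MBTL1 (50 nM) was measured by AlphaScreen after a 30 min room-temperature compound incubation; cefsulodin titration served as intraplate control.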
KDM4E inh = qHTS Assay for Inhibitors of Human Jumonji Domain Containing 2E (JMJD2E); Lysine-specific demethylase 4E (Homo sapiens), B2RXH2; JMJD2E catalytic domain, FDH-coupled NADH fluorescence (FDH is formaldehyde dehydrogenase); Potency, µM (series often up to 57.1 µM), for the others: top-dose activity change, negative = inhibition, actives largely listed as inhibitors; 1.6% of 230,000 active; active = well fitted inhibition curve with a large enough effect, not every such curve was filed as active; inconclusive = small, poorly fitted or top-dose-only effect, or another doubt; inactive = no such curve, though single readings can be large or run the other way;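 note: 0% = wells with enzyme and -100% = buffer wells without enzyme; nearly all actives have a fitted effect of over 50% in size; many of its hits are not listed in these tables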
SMN2 splice up = qHTS Assay for Enhancers of SMN2 Splice Variant Expression; AID 1458, 2008; HEK293 SMN2-luciferase splicing reporter, luminescence, 30-36 h; Potency, µM (highest dose often 46.1 µM), for the others: top-dose activity change, positive = activation, most hits filed as activators; 2.8% of 210,000 active; note: % of control where 0% means no effect; nearly all actives have a fitted effect of over 55% in size
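qHTS luciferase splicing reporter: luminescence rises when SMN2 exon 7 is included in transfected HEK293 cells. Compound exposure lasted 30-36 h at 37C, with 4.5 mM final sodium butyrate as control, followed by a ONE-Glo read.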
ALDH1A1 block = qHTS Assay for Inhibitors of Aldehyde Dehydrogenase 1 (ALDH1A1); Aldehyde dehydrogenase 1A1 (Homo sapiens), P00352; Purified ALDH1A1, NADH fluorescence, propionaldehyde substrate; Potency, µM (doses to about 75.3 µM), inactives show at the top dose activity, negative = inhibition, hits mostly inhibitors; 7.3% of 220,000 active; active = well fitted inhibition curve with a large enough effect, not every such curve was filed as active; inconclusive = small, poorly fitted or top-dose-only effect, or another doubt; inactive = no such curve, though single readings can be large or run the other way;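 note: plate controls were no enzyme wells and a reference inhibitor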
Tau fibril ThT = qHTS for Inhibitors of Tau Fibril Formation, Thioflavin T Binding; recombinant tau K18 P301L, heparin-induced fibrillization, ThT fluorescence; 2.1% of 270,000 active; Potency, µM (highest dose often 57.4 µM), for inactives: at the top dose activity, negative = inhibition, hits mostly inhibitors; Microtubule-associated protein tau (Homo sapiens), P10636; note: % is set by controls: 0 for no effect and ±100 for the full control effect; nearly all actives have a fitted effect of over 55% in size
Target sequence (P10636 561-689 P618L limits assumed): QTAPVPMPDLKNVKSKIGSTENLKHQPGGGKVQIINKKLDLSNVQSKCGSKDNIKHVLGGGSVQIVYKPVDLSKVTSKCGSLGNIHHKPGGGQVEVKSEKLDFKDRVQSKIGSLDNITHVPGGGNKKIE
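ThT emission at 510 nm, taken 1 hr after adding 30 uM dye, quantifies aggregates formed when 20 uM heparin acts on human tau K18 P301L for 6 hr at 37 C.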
Active calls of the source: *; i = inactive; ? = inconclusive; . = no result given; [ ] = another dose, or the depositor's remark. Unless noted, calls come from the whole dose curve; as a rule, active = well fitted curve in the direction sought with a large enough effect; inconclusive = small, poorly fitted or top-dose-only effect, or another doubt; inactive = no such curve, though single readings can be large; an effect the other way counts as inactive or inconclusive. Potency is the fitted concentration of half-maximal effect. A portion of the library (hit frequency here may not be typical).

SMILES | Lamin A splicing | KinaseGlo FLuc | RECQ1 inh | L3MBTL1 block | KDM4E inh | SMN2 splice up | ALDH1A1 block | Tau fibril ThT
COc1cc2cc(CN(CCc3cccc(C)c3)C(=S)NCCCN3CCOCC3)c(=O)[nH]c2cc1OC | ? | 0% | i | -16% | ? | . | ? | -6%
COc1ccccc1CCNCc1ccc(OC)c(OCc2ccccc2)c1 | ? | -2% | 0% | -1% | ? | -49%[inhibitor] | -12% | -3%
CCc1nnc(NC(=O)CSc2nc(C3CCCCC3)nc3ccccc23)s1 | -6% | 1% | 0% | 4% | 1% | -3% | -4% | -14%
c1ccc(Oc2ccc(-c3ccn[nH]3)cc2)cc1 | . | . | 0% | 1% | -3% | . | 1% | -14%
O=C(C/C=N/OCc1ccc(Cl)cc1Cl)c1ccc(Cl)cc1 | -5% | -4% | ? | 26% | -7% | -19% | -3% | ?
COc1cc2cc(CN(CCCN3CCOCC3)C(=O)Nc3ccccc3F)c(=O)[nH]c2cc1OC | ? | -9% | -3% | 2% | ? | . | ? | -10%
Cc1ccc(OCC(=O)Nc2ccc(N3CCN(C(=O)c4ccco4)CC3)cc2)cc1 | ? | -1% | -5% | -11% | 0% | . | -11% | ?
COC(=O)Nc1ccc(S(=O)(=O)N2CCCCC2)cc1 | -4% | 17% | -5% | . | 6% | -10% | 6% | -11%
Cc1cc(C)c(C(=O)Cn2nc(C)c([N+](=O)[O-])c2C)cc1C | ? | 2% | -7% | 0% | -2% | -11% | -9% | -8%
Cc1ccc(C(=O)OCC(=O)NCC(F)(F)F)cc1C | 2% | -6% | -1% | 7% | 4% | 10% | 0% | 11%
CC(C)n1cc(/C=N/NC(=O)COc2cccc3cccnc23)c2ccccc21 | ? | . | 1% | 8% | -2% | . | ? | ?
Cc1ccc(S(=O)(=O)c2nc(N3CCOCC3)sc2Cl)cc1 | -1% | -3% | -2% | 0% | ? | 19% | ? | -11%
COC(=O)c1ccc(/C=C2\N=C(SC)SC2=O)cc1 | -6% | . | -2% | 10% | -9% | . | ? | ?
Cc1ccc(NC(=O)CSc2ccccc2NC(=O)c2ccccc2Cl)cc1Cl | ? | -1% | -6% | 2% | -1% | -16% | -10% | -7%
C[C@H](N)[C@H](O)c1cccc(O)c1 | ? | -4%[17.1 µM] | -8%[25.9 µM] | . | -10%[25.5 µM] | -5%[20.6 µM] | 9%[20.9 µM] | .
Cc1nnc(NC(=O)C2CCCN2S(=O)(=O)c2ccc(Cl)cc2)s1 (configuration not stated) | -19%[46 µM] | 0% | i | 29% | 7% | -10% | 9% | 3%
COc1ccccc1N(C(=O)Cn1nnc2ccccc21)C(C(=O)NCc1ccco1)c1ccc(C)o1 (configuration not stated) | 5% | -4% | -1% | -4% | -4% | 17% | -2% | ?
CO/N=C/c1ccc(N2CCN(C(=O)c3cccc(Cl)c3)CC2)c([N+](=O)[O-])c1 | 5% | -1% | i | 5% | -3% | -26% | ? | ?
COc1ccc(NC(=O)C2(c3ccccc3)CCCC2)cc1 | -7%[46 µM] | -2% | 0% | 5% | 6% | . | 8% | -4%
Cc1cc(C(=O)NC2CCCc3ccccc32)no1 (configuration not stated) | 4% | -2% | i | 5% | -1% | -9% | -2% | -5%
CC(C)OC(=O)c1nnn(-c2nonc2N)c1CN1CCCCCC1 | -2% | 4% | -16% | -5% | -15% | 6% | ? | -13%
Nc1ccc(-c2ccc(N)cc2C(F)(F)F)c(C(F)(F)F)c1 | -18% | -1% | 0% | -10% | 3% | 1% | 12% | -6%
COc1cccc2cc(C(=O)N3CCN(C(=O)c4ccccc4)CC3)c(=O)oc12 | -15% | 1% | -4% | 2% | 0% | 8% | ? | -7%
COc1ccc(-c2nc3c4ccccc4ccn3c2CN2CCCCC2)cc1OC | . | . | 4% | ? | ? | . | . | 3%
O=C(CN1C2=NCCCN2c2ccccc21)c1cccs1 | 2% | 0% | i | -2% | 0% | ? | 13% | -1%
O=C(COc1ccc2ccccc2c1)Nc1nc2ccccc2[nH]1 | -5% | -6% | i | . | -22% | -19% | 12% | ?
Cc1cc(CSc2ccccc2)ccc1NC(=O)c1ccc(Br)cc1 | 0% | -2% | -7% | -4% | -20% | 3% | ? | -2%
Cc1oc(/C=N/NC(=O)CN(c2ccccc2Cl)S(C)(=O)=O)cc1Br | 2% | -2% | -4% | -12% | -7% | 2% | 0% | -10%
O=C(NN=C(Cc1ccccc1)Cc1ccccc1)c1ccccc1F | -4%[46 µM] | -3% | i | 6% | 17% | 13% | ? | 7%
CCOC(=O)C1CCN(C(=O)Cc2ccccc2OC)CC1 | . | 1% | -6% | . | 12% | -3% | 3% | -5%
COc1cccc(OCCOc2cccc(/C=N/n3cnnc3)c2)c1 | -8% | 5% | -7% | -4% | 10% | 8.9µM* | 11% | -14%
CCOC(=O)c1cc(C(=O)n2cc(Cl)cn2)nn1C | ? | 1% | -12% | 11% | 3% | 2% | -2% | -3%
O=C(ON=C1CCN(c2ccc([N+](=O)[O-])cc2)CC1)c1ccccc1 | 0% | -2% | i | -15% | 1% | 2% | ? | ?
CN(C)N1C(N)=C(C#N)C(c2cccc3ccccc23)C2=C1CC(c1ccccc1)CC2=O (configuration not stated) | ? | 4% | 0% | -3% | 0% | 12%[1.84 µM] | ? | 8%
Cc1cccc(C(=O)N2CCCCCC2)c1 | 16% | -1% | -8% | . | 3% | -10% | 13% | -7%
COc1cccc(/C=N/NC(=O)C(=O)NCc2cccnc2)c1 | 8% | -3% | -6% | -5% | -2% | 16% | -12% | -13%
Cc1nc2ccccc2nc1N1CCCCC1 | ? | . | 5% | 20% | 2% | . | 14% | -4%
CCn1c(CNC(=O)c2cccc(C)c2)nnc1SCC(=O)NC1CCCCC1C (configuration not stated) | 8% | -7% | -5% | -3% | 3% | 2% | 1% | -6%
COC(=O)c1cc(Br)c(=O)n(CCc2ccccc2)c1 | 3% | 2% | 9% | 1% | ? | -6% | -15% | 0%
COC(=O)c1ccccc1NC(=O)c1cc2ncc(Br)cn2n1 | ? | -4% | -2% | . | 10% | -6% | -4% | -15%
CCC(C)N(C(=O)c1csnn1)C(C(=O)NC(C)(C)C)c1ccccc1 (configuration not stated) | -7% | -4% | -9% | . | -2% | . | 10% | -11%
CCNC(=O)CN(c1ccccc1)S(=O)(=O)c1ccc(Cl)cc1 | 1% | 0% | -7% | . | 5% | -13% | -3% | -1%
Cc1cccn2c(=O)c3cc(C(=O)NC(C)c4ccccc4)c(=N)n(CCCn4ccnc4)c3nc12 (configuration not stated) | . | . | 4% | -23% | ? | . | ? | -6%
O/N=C(/CCc1ccccc1)C1(O)CCCCC1 | -7% | -4% | 1% | . | 5% | -8% | -11% | -9%
CC(C)Cn1c(=S)[nH]c2cc(Cl)ccc21 | 9%[46 µM] | -1% | i | -8% | -9% | 6% | 8.9µM* | 4%
COc1ccc(S(=O)(=O)N(CCO)c2ccccc2CN(C)C/C=C/c2ccc(Cl)cc2)cc1 | . | . | -10% | . | . | -67%[inhibitor] | 0% | -9%
CCCCN1C(=O)C2ON(c3ccccc3C)C(c3ccco3)C2C1=O (configuration not stated) | 0% | -2% | -12% | 0%[11.4 µM] | 0% | -26% | 1% | -18%
COc1ccccc1-c1nnc(NC(=O)c2ccccc2F)o1 | -4% | -5% | -9% | . | -5% | 11% | ? | -3%
CCOC(=O)C(C)c1nc2ccccc2[nH]c1=O (configuration not stated) | 8% | 1% | -1% | . | 1% | -7% | ? | 6%
COC(=O)c1cc(=O)n(CCc2ccccc2)c(=Nc2ccc(F)cc2)s1 | ? | 4% | -5% | -9% | 4% | -47%[inhibitor] | 0% | -14%
CC[n+]1oc(-c2ccccc2)cc1C | . | -1% | i | . | 9% | -1% | 6% | -3%
COc1ccc(C/C(C)=N/NC(=S)Nc2ccccc2)cc1 | 5% | 2% | -12% | 1% | 8% | 8% | 22µM* | ?
O=C(C1CCN(S(=O)(=O)N2CCOCC2)CC1)N1CCN(c2ccc(F)cc2)CC1 | . | 3% | 2% | . | 13% | -49%[inhibitor] | -7% | -10%
O=C(NCCc1ccccc1)c1cc(-c2ccco2)on1 | 14% | 1% | -1% | 0% | -1% | 10µM* | ? | -15%
O=S(=O)(NCC1CCCO1)c1ccc(S(=O)(=O)N(Cc2ccc(F)cc2)Cc2ccccn2)cc1 (configuration not stated) | -18% | -1% | -1% | 6% | -2% | -15% | 1% | -8%
Cc1ccc(-c2nnc3ccc(SCC(=O)N4CCCc5ccccc54)nn23)cc1 | 6% | 1% | -2% | 11% | -15% | 3% | ? | ?
Cn1cccc1-c1nc2ccccc2n1Cc1ccccc1 | ? | 3% | -7% | -23% | ? | -46%[inhibitor] | ? | ?
CCN(CC)S(=O)(=O)c1cccc(C(=O)NC(Cc2c[nH]c3ccccc23)c2nnc3n2CCC3)c1 (configuration not stated) | 1% | 0% | 7% | 2% | 4% | -2% | -1% | 2%
O=C(CCl)N(Cc1cccc([N+](=O)[O-])c1)c1cccc(Cl)c1 | ? | 0% | i | . | 0% | -38%[inhibitor] | 0.16µM* | ?

Whole records, quoted from the list. Screens in order: Lamin A splicing, KinaseGlo FLuc, RECQ1 inh, L3MBTL1 block, KDM4E inh, SMN2 splice up, ALDH1A1 block, Tau fibril ThT
`COC(=O)c1cc(=O)n(CCc2ccccc2)c(=Nc2ccc(F)cc2)s1` as listed: ?, 4%, -5%, -9%, 4%, -47%[inhibitor], 0%, -14%
`CCN(CC)S(=O)(=O)c1cccc(C(=O)NC(Cc2c[nH]c3ccccc23)c2nnc3n2CCC3)c1` (configuration not stated) as listed: 1%, 0%, 7%, 2%, 4%, -2%, -1%, 2%
